# High-throughput results: PubChem BioAssay, Broad Institute
# PAX8 reporter: PAX8 transcriptional activity inhibition; inhibition, % at 12.6 µM; RMG-I TPO-luciferase reporter, SteadyGlo, 24 h; 360,000 tested, 1.2% active;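 active = mean replicate inhibition at least 60% with every replicate also reaching 60%; inconclusive = only one of the two criteria is met; inactive = mean below 60% and not all replicates reaching 60%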;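 note: luciferase light reporting Pax8 driven TPO promoter activity; plate controls were median of neutral control wells for no effect and mitoxantrone controls for full effect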
# CFTR F508del cor: CFTR F508del correction in bronchial cells. CFBE cells, YFP halide quenching; stimulated with forskolin plus potentiator P3; % fluorescence drop versus neutral controls. 350,000 tested, 0.36% active. activity (quench increase), % at 7.58 µM;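 active = mean added fluorescence quench of at least 8% versus neutral control, with both replicates also reaching 8%; inconclusive = only one of the mean or replicate conditions met; inactive = mean below 8% and not both replicates reaching 8%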;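 note: cells transiently co-express mutant CFTR-F508del with the halide-sensitive YFP; corrector assay measuring rescue of mutant channel to the surface after 24 h compound exposure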
# EWS-Fli inh: EWS/Fli transcriptional activity inhibition | A673 NR0B1-luciferase reporter, viability-normalised | inhibition, % at 12.6 µM | 350,000 tested, 0.67% active | AID 651661;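 active = mean inhibition of at least 50% after viability correction, with every replicate also passing that limit; inconclusive = mean reaches 50% but only one of two replicates passes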;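 note: firefly luciferase signal divided by Alamar Blue viability fluorescence both relative to DMSO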
# GSIS activator: primary screen for activators of insulin secretion dependent on glucose, INS-1E cells, GLuc reporter luminescence; INS-1E GLuc reporter insulin secretion, 2-3 h; activation, % at 16.6 µM; 370,000 tested, 0.61% active;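 active = lowest replicate activation of at least 40%, so every replicate reaches that level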;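 note: 0% = median of neutral control wells and 100% = median of IBMX positive control wells; some compounds called inactive have numbers as strong as hits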
# miR122 inh: blocks miR-122 activity in Huh7 sensor cells; Huh7 miR-122 Renilla luciferase sensor, 48 h; neutral wells = 0, positive control = 100; activation (reporter increase), % at 12.5 µM; 340,000 tested, 0.3% active; AID 602342;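 active = mean replicate activation score at least 90 and every replicate individually at or above 90; inconclusive = only one of the two criteria met; inactive = neither criterion met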;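 note: higher luciferase means less miR-122 activity so hits act as miR-122 inhibitors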
# DENV2 CPE: protects cells from dengue virus 2 cytopathic effect. CPE inhibition, % at 9.99 µM. 350,000 tested, 1.7% active. DENV2-infected cells, cytopathic effect rescue, plate reader; in the data active = CPE inhibition above about 20%, passing the limit was not always enough; inconclusive = no clear call, values can overlap the other calls; tested in BHK-21 cells;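 note: 0% = median of neutral control wells and 100% = median of positive control wells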
# FN deposit inh: fibronectin deposition inhibition; inhibition, % at 12.6 µM; 350,000 tested, 0.086% active; AH1F fibroblasts, Alexa488-fibronectin deposition fluorescence, overnight;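 active = mean inhibition across replicates of 30% or more, regardless of how many single replicates reach that level; inconclusive = mean under 30% yet at least half of replicates reach 30%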;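 note: positive control wells lacked labelled fibronectin entirely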
#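 Material – AH1F fibroblast monolayer, labelled fibronectin deposition · Reagent – labelled fibronectin 24 nM · Timing – 1 h adhesion, overnight exposure · Measured by – fluorescence at 485 nm excitation, 525 nm emission · Read-out – inhibition of fibronectin deposition signal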
# The depositor's hits bear a star; ? = inconclusive; . = not tested or not shown; [ ] = dose if it differs, or a comment.
cpd	Compound	CFTR F508del cor	GSIS activator	miR122 inh	EWS-Fli inh	FN deposit inh	PAX8 reporter	DENV2 CPE
1	COc1ccc(C2Nc3ccccc3C(=O)N2Cc2ccco2)cc1COc1ccc(NC(C)=O)cc1 (stereo not drawn)	.	.	8	.	-9	10	.
2	CCCC(=O)Nc1ccc2c(c1)C(=O)N(C)C[C@@H](OC)[C@H](C)CN(CC1CCOCC1)[C@@H](C)CO2	0.3	-4	5[16.7 µM]	-4	-2	.	.
3	O=C(Nc1ccc(N2CCOCC2)cc1N1CCOCC1)c1ccccc1	-1.4	0	-8	-5	-4	4	-2
4	O=C(C1CCN(S(=O)(=O)c2ccccc2)CC1)N1CCCCC1	-3.2	10	1	1	-7	4	3
5	C[C@@H]1CN([C@@H](C)CO)C(=O)c2cccc(NS(C)(=O)=O)c2O[C@@H]1CN(C)C(=O)Nc1cccc2ccccc12	-3.6	18	-2[16.7 µM]	.	.	7	-5
6	COc1ccccc1NC(=O)N1CC(=O)N2[C@H](CO)[C@@H](c3ccc(-c4ccc(C)cc4)cc3)[C@@H]2C1	0.4	5	.	1	.	-17	17
7	O=C(NNC(=O)c1sccc1-n1cccc1)c1cccs1	-3.7	-3	.	-1	-3	17	-3
8	CC(C)(C)c1ccc(C(=O)N2CCN(CCNC(=O)C(=O)Nc3ccc(F)cc3)CC2)cc1	1.9	-6	-6	3	-6	17	0
9	CC(C)C(NC(=O)c1ccccc1F)C(=O)NCCCn1ccnc1 (stereo not drawn)	1.6	-3	.	-1	5	-4	?
10	CCCC1NC(=O)c2cc3ccccc3cc2-n2c1nc1cc(Cl)ccc1c2=O (stereo not drawn)	0.5	.	2	-1	-4	31	?
11	COc1ccc(CCNC(=O)COC(=O)c2ccc([N+](=O)[O-])o2)cc1	1.9	4	4	-1	-9	5	-4
12	Cc1cccc(NC(=O)c2ccc(Cl)c(S(=O)(=O)N3CCCC3)c2)n1	-1.9	-3	.	-42	-9	-83	9
13	CCOc1cccc(NC(=O)CSc2nc(C)c3c(c2C#N)CCCC3)c1	.	.	-11	.	-7	17	.
14	Cc1c(C)c2cc(Cl)c(O)c(CN3CCCC(C)C3)c2oc1=O (stereo not drawn)	.	.	-1	.	16	16	.
15	Cc1ccccc1-c1nc(CN2CCC(C(=O)NCCCN3CCOCC3)CC2)c(C)o1	.	.	-5	.	-13	23	.
16	Cc1sc2ncn(CC(=O)NCCCC(=O)N3CCN(c4ccccc4F)CC3)c(=O)c2c1C	1.4	3	0	1	-2	5	-4
17	CO[C@H]1CN(C)C(=O)c2cc(NC(=O)C3CC3)ccc2OC[C@H](C)N(C(=O)CN2CCOCC2)C[C@H]1C	0.5	.	.	11	-4	-13	-1
18	Cc1cccc(CN2CCN(Cc3ccc4nonc4c3)CC2CCO)n1 (stereo not drawn)	1.0	-2	-3	3	6	-3	0
19	CN1C(=O)c2cc(NC(=O)C3CCC3)ccc2OC[C@H]2O[C@@H](CC(=O)NCCc3ccncc3)CC[C@H]21	0.0	7	.	-12	-4	0	21*
20	C[C@@H]1CN([C@@H](C)CO)C(=O)c2cccc(NC(=O)Nc3ccc(C(F)(F)F)cc3)c2O[C@H]1CN(C)S(=O)(=O)c1cn(C)cn1	-1.4	-3	-2[16.7 µM]	-3	6	.	10
21	C[C@H](CO)N1C[C@H](C)[C@H](CN(C)C(=O)Nc2ccc3c(c2)OCO3)Oc2ncc(-c3cccc(C(F)(F)F)c3)cc2C1=O	2.0	-18	-33[16.7 µM]	10	2	30	-5
22	Cc1ccc(C)c(NC(=O)CN(C)C(=O)COc2ncnc3sccc23)c1	-2.6	-2	1	-5	3	8	7
23	COc1ccccc1N(CCC#N)C(=O)COC(=O)CCC(=O)c1ccc(F)cc1	-0.7	-1	-2	3	3	1	-6
24	COCC(=O)N1C[C@@H]2[C@H](c3ccccc31)[C@@H](CO)N2C(=O)C1CCOCC1	1.6	-2	-4[16.7 µM]	-1	.	5	1
25	CCC(=O)N1C[C@H](C)[C@H](OC)CN(C)C(=O)c2ccc(NC(=O)c3ccc(F)cc3)cc2OC[C@H]1C	1.7	9	-5[16.7 µM]	1	10	.	1
26	COC(=O)C1Cc2c([nH]c3ccccc23)CN1C(C)=O (stereo not drawn)	-0.7	5	3	7	-1	13	3
27	N#CCCN1CCC(NC(=O)OCc2ccccc2)CCC1=O (stereo not drawn)	-0.9	6	-4	-2	1	-19	15
28	O=C1CSC(=S)N1/N=C/C=C/c1ccccc1	.	-10	-8	3	.	10	-3
29	CCC(=O)Nc1ccc2c(c1)OC[C@@H](C)N(C(=O)c1ccc(F)cc1)C[C@@H](C)[C@@H](OC)CN(C)C2=O	-0.1	-17	.	6	11	-12	0
30	COc1ccc(-c2c(C(F)(F)F)nn(C)c2NC(=O)CSCC(=O)O)cc1	-1.0	-1	-6	6	5	5	0
31	CCCSc1nc2c3c(sc2c(=O)[nH]1)CC(C)(CC)OC3 (stereo not drawn)	-1.9	1	.	6	11	-2	-3
32	CCC(C)n1ncn(-c2ccc(N3CCN(c4ccc(O)cc4)CC3)cc2)c1=O (stereo not drawn)	.	.	.	1	0	12	4
33	C=CCNc1nc(C(=O)OCC(=O)Nc2ccccc2C(F)(F)F)cs1	1.9	11	.	-3	2	-3	-2
34	O=C(O)C/C=C(/NC(=O)OCc1ccccc1)C(=O)OCc1ccccc1	-1.6	-26	.	-5	-2	-8	-14
35	C/C(=N\NC(=O)c1cccs1)c1ccncc1	1.1	22	2	-18	6	-6	10
36	COc1cccc(S(=O)(=O)N[C@@H]2CC[C@@H](CCNC(=O)Nc3cc(F)ccc3F)O[C@@H]2CO)c1	1.5	-13	.	5	3	-6	1
37	Cc1onc(-c2c(Cl)cccc2Cl)c1C(=O)NCCc1ccncc1	-0.4	20	.	.	4	.	-2
38	CCC1Cc2c(nc(N)c3c(N)nc(N4CCCCC4)c(C#N)c23)O1 (stereo not drawn)	-2.8	3	.	-22	2	9	-9
39	CCOC(=O)c1c(C)[nH]c(C)c1S(=O)(=O)NCC1CCN(Cc2ccc(C)cc2)CC1	-0.7	9	3	3	-3	-3	-13
40	CCOc1cnc(-c2c(-c3ccccc3Cl)noc2C)o1	-2.2	3	-16	-2	-6	3	9
41	O=C(CC(C(=O)O)c1ccc(Cl)cc1)c1ccccc1 (stereo not drawn)	1.3	3	-3	3	.	5	-7
42	O=c1ccc(S(=O)(=O)N2CCCC2)c[nH]1	-4.1	-4	5	0	-2	-15	-2
43	CCCC(=O)N1CCc2cc(-c3nc(N)sc3C)ccc21	.	.	-9	.	-10	-109	.
44	Cc1ccccc1N(C)S(=O)(=O)c1nnc(NC(=O)c2ccco2)s1	-1.3	-8	2	0	-1	-8	-5
45	Cc1ccc(Cl)cc1N(CC(=O)Nc1cccc(N(C)S(C)(=O)=O)c1)S(C)(=O)=O	0.3	-7	.	9	.	12	0
46	O=C(C[C@@H]1CC[C@@H]2[C@H](COC[C@H](O)CN2C(=O)c2ccncc2)O1)NC1CCC1	2.9	-2	22[16.7 µM]	2	-3	-23	2
47	COc1cc(C=O)ccc1Oc1nnnn1-c1ccccc1	1.7	-2	.	2	-4	-11	-7
48	Cc1ccc(-c2nc(N)n(S(=O)(=O)c3ccc(C)cc3)n2)cc1	1.0	-4	.	8	9	-6	0
49	CCC(=O)N(CC)C[C@@H]1[C@@H](c2ccccc2)[C@H](CO)N1C(C)=O	-3.3	9	-7[16.7 µM]	-9	.	4	20*
50	COc1cccc(OCc2nnc(SCC(=O)NCc3ccco3)n2CCc2ccccc2)c1	.	.	1	.	-4	14	.

# The listing continues.
cpd	Compound	CFTR F508del cor	GSIS activator	miR122 inh	EWS-Fli inh	FN deposit inh	PAX8 reporter	DENV2 CPE
51	COc1cccc(C(=O)CC(C(=O)O)c2ccc(F)cc2)c1 (stereo not drawn)	0.7	1	10	-2	.	-5	5
52	COc1c(C)cc(C(O)c2ncc(-c3ccccc3C)[nH]2)cc1C (stereo not drawn)	-2.6	-8	-4	6	1	-6	?
53	COc1ccc(NC(=O)Nc2ccc3c(c2)C(=O)N([C@@H](C)CO)C[C@@H](C)[C@@H](CN(C)S(=O)(=O)c2ccc(C)cc2)O3)cc1	1.8	-39	29[16.7 µM]	-3	.	-15	-4
54	O=C(Nc1cccc(O)c1)c1ccc([N+](=O)[O-])cc1Cl	0.1	5	11	-27	-1	-54	7
55	CCN(CC(=O)Nc1c(F)cccc1F)C(=O)c1cccc(S(=O)(=O)N(C)c2ccccc2)c1	-3.2	16	.	0	-1	11	-6
56	O=C(Nc1cccc(F)c1)c1ccccc1	.	.	-2	.	-1	-129	.
57	CN(CC(=O)Nc1ccc(N2CCOCC2)cc1)C(=O)CCc1cc(C(C)(C)C)c(O)c(C(C)(C)C)c1	-0.4	-9	.	-5	10	-9	-8
58	CC(C)N(C(=O)C(F)(F)F)C(C(=O)NC1CCCCC1)c1ccncc1 (stereo not drawn)	.	.	10	.	6	-2	.
59	CO[C@H]1CN(C)C(=O)c2ccc(NC(C)=O)cc2OC[C@H](C)N(CCC(F)(F)F)C[C@H]1C	2.3	-3	-1[16.7 µM]	-1	-3	.	14
60	CCOC(=O)Nc1cc2c(cc1[N+](=O)[O-])-c1ccccc1C2=O	0.7	10	8	-12	-10	17	-1
61	COc1ccccc1NC(=S)NC(=O)/C=C/c1cccs1	4.2	-17	.	4	.	13	-5
62	COc1ccccc1NC(=O)COC(=O)C1CC2C=CC1C2 (stereo not drawn)	-2.2	2	.	3	8	5	10
63	CC(C)CC#Cc1ccc2c(c1)O[C@H](CN(C)C(=O)c1ccncc1)[C@@H](C)CN([C@H](C)CO)S2(=O)=O	1.4	-12	15[16.7 µM]	-7	-3	.	-2
64	Cc1ccn2c(=O)c(C(=O)NCCN3CCOCC3)c(O)nc2c1	-3.5	9	-1	.	0	-7	10
65	Cc1ccc(C(=O)NCCS(=O)(=O)N2CCN(c3ccccc3F)CC2)cc1[N+](=O)[O-]	1.3	-38	-6	.	-5	15	2
66	O=C(C[C@@H]1CC[C@@H]2[C@H](COC[C@@H](O)CN2C(=O)c2ccccc2F)O1)N1CCOCC1	1.6	-5	-5[16.7 µM]	2	-11	5	-10
67	O=c1c(C(c2ccc(F)cc2)c2c(O)nc3n(c2=O)CCCS3)c(O)nc2n1CCCS2	1.6	.	.	8	7	-16	-4
68	Cc1nc(SCC(=O)N2CCOCC2)c2c(=O)n(C)c(=O)n(CC(C)C)c2n1	2.5	30	-3	-5	-6	2	0
69	C[C@@H]1CN([C@H](C)CO)C(=O)c2cc(NC(=O)Nc3ccccc3)ccc2O[C@@H]1CN(C)Cc1ccc(Oc2ccccc2)cc1	0.3	-12	13[16.7 µM]	10	.	14	0
70	CC(C)NC(=O)NC(=O)CSc1nnc(C(F)(F)F)n1C	-2.9	13	.	2	3	-7	.
71	CO[C@@H]1CN(C)C(=O)c2ccc(NC(=O)C3CCC3)cc2OC[C@@H](C)N(Cc2ccncc2)C[C@H]1C	-1.1	-4	.	.	.	-6	0
72	O=C(Nc1cnn(Cc2ccc(F)cc2)c1)c1cc(-c2ccco2)on1	1.8	-2	9	-22	0	10	?
73	CCN1CCN(c2cc(C)c3cc(NC(=O)CCC(=O)Nc4ccc(OC)cc4OC)ccc3n2)CC1	0.9	5	-3	10	4	-7	8
74	O=C(Cc1ccccc1)Nc1ccc2c(c1)OC1(CCCC1)O2	-0.8	-5	6	-100	-2	-180	-4

# Rewritten with values under each structure: entries from further up
# Values run as follows: CFTR F508del cor, GSIS activator, miR122 inh, EWS-Fli inh, FN deposit inh, PAX8 reporter, DENV2 CPE
[69] C[C@@H]1CN([C@H](C)CO)C(=O)c2cc(NC(=O)Nc3ccccc3)ccc2O[C@@H]1CN(C)Cc1ccc(Oc2ccccc2)cc1
    0.3, -12, 13[16.7 µM], 10, ., 14, 0
[70] CC(C)NC(=O)NC(=O)CSc1nnc(C(F)(F)F)n1C
    -2.9, 13, ., 2, 3, -7, .
